Screening results deposited in PubChem by Sanford-Burnham Center for Chemical Genomics.
A3G deaminase = inhibitors of human APOBEC3G DNA deaminase; AID 493012; Q9HC16; 0.28% of 330,000 active; inhibition, % at 20 µM; recombinant A3G, ssDNA deamination FAM/TAMRA fluorescence;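 active = inhibition of at least 40% at 20 µM, with no more than 30% in the related APOBEC3A deaminase screen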;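 also: plate controls were DMSO wells with A3G for no effect and wells lacking A3G enzyme for full effect; some compounds called inactive have numbers as strong as hits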
Target sequence (Q9HC16 whole entry, looked up): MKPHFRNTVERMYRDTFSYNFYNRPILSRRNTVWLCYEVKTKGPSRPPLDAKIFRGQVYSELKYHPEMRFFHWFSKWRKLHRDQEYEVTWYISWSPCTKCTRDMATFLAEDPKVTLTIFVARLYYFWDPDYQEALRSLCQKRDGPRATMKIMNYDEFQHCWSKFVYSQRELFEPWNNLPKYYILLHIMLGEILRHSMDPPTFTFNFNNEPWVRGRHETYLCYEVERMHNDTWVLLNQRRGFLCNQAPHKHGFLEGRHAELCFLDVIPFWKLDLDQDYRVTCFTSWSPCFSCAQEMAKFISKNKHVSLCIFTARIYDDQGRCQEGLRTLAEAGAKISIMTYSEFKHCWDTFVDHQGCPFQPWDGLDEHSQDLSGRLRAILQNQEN
hIAP block = human IAP inhibition; P09923; inhibition, % at 10 µM; purified IAP, CDP-Star luminescence, 30 min; 0.12% of 330,000 active;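 active = inhibition reaching a set limit with compound at 10 µM in the primary screen, cut at about 35% in these data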;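 also: plate controls were DMSO wells with enzyme for no effect and no-enzyme buffer wells for full effect; values of inactives mirror those of a sister screen read the other way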
A3A deaminase = human APOBEC3A DNA deaminase inhibition. 0.41% of 330,000 active. inhibition, % at 20 µM. recombinant A3A, FAM/TAMRA ssDNA deamination fluorescence;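 active = at least 40% inhibition at 20 µM here, with at most 30% in a related deaminase screen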;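 also: plate controls were A3A with DMSO for no effect and wells lacking A3A enzyme for full effect; some results filed as inactive read as strong as hits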
Target sequence (P31941 whole entry, looked up): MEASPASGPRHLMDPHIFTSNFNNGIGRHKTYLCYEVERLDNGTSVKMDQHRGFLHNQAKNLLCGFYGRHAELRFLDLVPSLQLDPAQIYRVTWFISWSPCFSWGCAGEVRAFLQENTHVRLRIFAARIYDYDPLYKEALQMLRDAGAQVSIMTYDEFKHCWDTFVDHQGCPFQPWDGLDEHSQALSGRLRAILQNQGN
MIN6 prolif = inducers of beta-cell replication in MIN6 cells; MIN6 cells proliferation, ATPlite luminescence, 48 h; cells starved in 0.2% serum; 100% = growth in 10% serum; proliferation, % at 10 µM; 0.29% of 330,000 active; AID 2380;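 active = compounds whose signal lies at least 3.5 SD above the mean of all wells on their plate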;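 also: 0% = DMSO-treated cells in low-serum medium and 100% = 10% serum control; some compounds called inactive have numbers as strong as hits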
NALP3 yeast inh = blocks the NALP3 inflammasome reconstituted in yeast; Yeast reconstituted NLRP3/ASC/caspase-1, beta-gal luminescence, 24 h; inhibition, % at 10 µM; 0.39% of 330,000 active; AID 2825;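 active = inhibition of 50% or more; inactive = inhibition below 50%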;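 also: plate controls were induced DMSO wells for no effect and uninduced yeast grown without galactose for full effect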
tim10-1 inh = inhibits growth of tim10-1 mutant yeast. inhibition, % at 20 µM. S. cerevisiae tim10-1 ts strain growth, BacTiter-Glo, 24 h. 2.2% of 330,000 active;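 active = inhibition of at least 40%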;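 also: mutant grown at 25 °C; 0% = DMSO wells with yeast and 100% = wells holding no yeast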
mIAP block = mouse IAP inhibition | 0.2% of 330,000 active | AID 2806 | inhibition, % at 10 µM | purified mouse IAP, CDP-Star luminescence, 30 min;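 active = inhibition of at least 40% at 10 µM in the primary screen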;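 also: plate controls were DMSO with enzyme for no effect and no enzyme wells for full effect; values of inactives mirror those of a sister screen read the other way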
mIAP activ = increases mouse intestinal alkaline phosphatase activity. muIAP, CDP-Star luminescence, 30 min; active compounds read high; 1 = vehicle-only enzyme signal, 0 = enzyme-free wells. activation factor at 10 µM. 0.24% of 330,000 active;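 active = activation factor of at least 2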; also: the source names both 10 and 20 µM as test concentration; values of inactives mirror those of a sister screen read the other way
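also added = chemiluminescent substrate CDP-Star | test system = mouse IAP enzyme | signal = chemiluminescence readout | compound = DMSO-dissolved test compounds | incubation = 30 min at room temperature | benchmarks = DMSO wells, no-enzyme wells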
TIM10 inh = inhibits growth of TIM10 yeast strain. S. cerevisiae TIM10 strain growth, BacTiter-Glo luminescence, 24 h. inhibition, % at 10 µM. 1.4% of 330,000 active. AID 463195;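 active = inhibition of 40% or more at the single tested concentration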;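 also: wild-type TIM10 isogenic control strain grown at permissive 25 °C; 0% = DMSO yeast wells and 100% = minimal medium wells without yeast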
The depositor's hits bear a star.

SMILES	A3G deaminase	hIAP block	A3A deaminase	MIN6 prolif	NALP3 yeast inh	tim10-1 inh	mIAP block	mIAP activ	TIM10 inh
CN1CCN(c2ccc(NC(=O)c3ccc4c(c3)OCO4)cc2)CC1	-3	-15	0	-4	15	10	-4	1	-4
Cn1c(=O)c2c(nc(NCCO)n2C)n(C)c1=O	-7	-6	-8	-1	-15	12	-6	1.1	-5
Cc1cc(S(=O)(=O)NCCC2=CCCCC2)ccc1Br	-5	-2	-3	-6	18	18	-17	1.2	0
CCCN1CCN(CCCNC(=O)CN2C(=O)c3cccnc3Oc3ccc(C)cc32)CC1	-2	-21	1	-2	0	9	3	0.97	6
Cn1nccc1C(=O)NC1CCCc2c1cnn2-c1ccc(C(C)(C)C)cc1 (stereo not given)	-6	-15	-4	-7	10	22	2	0.98	22
O=C(NNC(=S)Nc1ccccc1)c1cc(-c2cccnc2)nc2ccccc12	-5	-45	4	-1	25	19	6	0.94	13
O=C(c1cnn(C(=O)c2ccccc2F)c1)c1ccccc1O	-4	-14	-2	-3	13	-16	-10	1.1	11
FC(F)c1nnc2ccc(Cl)nn12	10	-15	1	3	22	-5	-1	1	-10
COc1ccc(Cn2c(C)c(C)c(C#N)c2NC(=O)Nc2ccccc2)cc1	-2	6	0	-2	9	13	-55	1.6	3
O=C(Nc1cccc(C(=O)O)c1)/C(=C\c1ccco1)NC(=O)c1ccccc1Cl	7	15	1	-1	-6	8	11	0.89	-12
CC(=O)OC1CCC2(C)C(=CCC3C2CCC2(C)C3CC3OC4(CCC(C)CN4)C(C)C32)C1 (stereo not given)	-5	9	0	-6	2	41*	10	0.9	44*
Cc1ccc(NC(=O)C2CCCN2C(=O)c2cccs2)c(C)c1 (stereo not given)	17	-11	51*	-3	-15	-30	-3	1	13
CC(=O)c1cnn(-c2cc(Oc3ccccc3C)ncn2)c1C	-3	-17	0	0	23	6	4	0.96	-9
Cc1ccc(OC(=O)CCN2C(=O)c3ccccc3C2=O)cc1C	-6	-7	-3	-2	-11	33	2	0.98	32
CCOC(=O)CC1CCCCN1Cc1cn(C)nc1-c1ccc2c(c1)OCCO2 (stereo not given)	-2	-6	-1	-1	10	4	4	0.95	6
Cc1oc(-c2ccccc2F)nc1CS(=O)(=O)CC(=O)N1CCN(Cc2ccccc2)CC1	0	9	-2	-5	23	-3	-8	1.1	-2
CC1CC(C)(C)NC(=S)N1CCCC(=O)N1CCN(c2ccccc2F)CC1 (stereo not given)	-6	4	-6	1	12	27	-1	1	-19
O=C(Nc1cccc(Cl)c1)C1C2C=CC3(O2)C1C(=O)N(CCCN1CCCCC1)C3C(=O)NC1CCCCC1 (stereo not given)	-11	-26	-2	-2	-3	-9	-5	1.1	8
CCN(c1ccccc1C(=O)O)S(=O)(=O)c1cccc2nsnc12	-11	-7	-5	-2	5	17	-3	1	-6
CCOC(=O)c1c(C)[nH]c(C(=O)OCC(=O)NC2CCS(=O)(=O)C2)c1C (stereo not given)	-2	9	1	-2	12	4	-1	1	-16
COC(=O)c1sc2ccccc2c1-n1cccc1C(=O)C(=O)Nc1ccc(OC)cc1	2	-14	-2	-1	8	29	11	0.89	2
CSc1ccccc1NC(=O)COC(=O)/C=C/c1ccco1	5	-8	10	-4	26	-1	4	0.96	1
COc1ccc(-c2nnc(SCc3cccc(C#N)c3)o2)cc1	-1	-87	-3	-2	54*	-24	4	0.96	8
CCOc1ccc(S(=O)(=O)N2CCOCC2)cc1NS(=O)(=O)c1ccc(OC)c([N+](=O)[O-])c1	-10	1	1	-1	23	-11	0	0.99	5
O=C(ON=C1CCN(S(=O)(=O)c2ccccc2)CC1)c1ccc(Cl)cc1	-3	-2	-4	0	7	66*	4	0.96	48*

Compounds from the list above that contain two or more sulfur atoms, in the order listed:
SMILES	A3G deaminase	hIAP block	A3A deaminase	MIN6 prolif	NALP3 yeast inh	tim10-1 inh	mIAP block	mIAP activ	TIM10 inh
CCN(c1ccccc1C(=O)O)S(=O)(=O)c1cccc2nsnc12	-11	-7	-5	-2	5	17	-3	1	-6
CCOc1ccc(S(=O)(=O)N2CCOCC2)cc1NS(=O)(=O)c1ccc(OC)c([N+](=O)[O-])c1	-10	1	1	-1	23	-11	0	0.99	5

Other entries.
SMILES	A3G deaminase	hIAP block	A3A deaminase	MIN6 prolif	NALP3 yeast inh	tim10-1 inh	mIAP block	mIAP activ	TIM10 inh
CCOC(=O)N1CCN(S(=O)(=O)CCNC(=O)c2cccc(OC)c2)CC1	2	-26	-1	-5	14	19	6	0.94	2
Cc1ccc(S(=O)(=O)N/N=C/c2cccc3c2OCCO3)cc1	-4	-1	3	0	1	22	-2	1	-9
CN1CCN(CC(=O)Nc2ccccc2Sc2ccccc2)CC1	-6	-2	-2	1	8	4	0	1	5
Cc1ccc(S(=O)(=O)N2CCCCC2)cc1C(=O)N1CCCCCC1	-8	-8	-2	2	19	-3	-17	1.2	12
CCNC(=S)N1CCN(c2ccc([N+](=O)[O-])cc2)CC1	-3	-11	1	0	7	-12	4	0.96	-1
Cc1ccc(C(=O)NCC(=O)OCC(=O)c2ccc3c(c2)NC(=O)CO3)cc1C	-9	-10	-4	-2	5	-21	-3	1	-10
CC1C(=O)Nc2ccccc2N1C(=O)c1ccc(F)cc1 (stereo not given)	0	-6	1	2	2	-3	0	1	-5
O=[N+]([O-])c1ccc(N2CCN(c3nc(-c4ccc(Cl)cc4)cs3)CC2)cc1	4	4	2	-1	1	8	20	0.8	4
COc1ccc(SC[C@H](Cc2ccccc2)N2CCN(C)CCC2=O)cc1	7	-3	4	4	13	7	-5	1.1	4
COc1ccc(OC)c(S(=O)(=O)n2nc(-c3ccccc3)cc2N)c1	4	8	5	0	20	10	11	0.89	8
CCOc1ccc(OCCSc2nc3ccccc3[nH]2)cc1	-6	-1	-4	0	28	16	0	1	26
CCCCN(C)C(=S)Nc1ccc2nc3n(c(=O)c2c1)CCCCC3	-4	6	-1	-1	5	4	3	0.97	-13
COc1ccccc1NC(=O)NC1CCS(=O)(=O)C1 (stereo not given)	-2	11	-2	0	32	10	5	0.95	1
COCCCNC(=O)c1cccc(S(=O)(=O)N2CC3(C)CC2CC(C)(C)C3)c1 (stereo not given)	-4	5	-4	5	8	22	-1	1	3
O=C(C1=C[C@@H](C2CCCCC2)C[C@@H](OCCCCO)O1)N1CCN(Cc2ccccc2)CC1	-4	5	-1	-1	19	19	7	0.93	13
COc1ccc(CCNC(=O)C2CCC(=O)N(C3CC3)C2)c(OC)c1 (stereo not given)	-3	-16	-2	-1	6	-16	2	0.98	12
O=C(O)CCCCCNC(=O)CCn1nnc2ccccc2c1=O	-6	11	3	-1	8	14	-5	1	5
Cn1c(=O)c2c(ncn2CC(=O)N/N=C/c2ccc(Br)s2)n(C)c1=O	-1	7	-2	-2	16	10	-1	1	7
COc1cc2c(cc1OC)CN(C(=O)CN(C)S(=O)(=O)c1ccc(NC(C)=O)cc1)CC2	-7	4	0	4	8	8	7	0.93	3
Cc1cc2nc3c(=O)n(CCc4ccccc4)c(=O)[nH]c3nc2cc1N	-26	-6	-11	-2	19	-22	31	0.69	-12
COc1ccc(NC(=O)c2cccc(S(=O)(=O)NCc3ccccc3)c2)cc1S(N)(=O)=O	1	-9	4	6	9	-5	3	0.97	11
CCOC(=O)c1ccccc1NC(=O)c1ccc2c(=O)n3c(nc2c1)CCCCC3	4	16	0	-5	31	37	13	0.87	17
CC1CCc2c(c3ccccc3n2C(=O)CCl)C1 (stereo not given)	-3	-18	-6	-4	-14	39	-7	1.1	31
COc1ccc(C2NC(=O)CCC2[N+](=O)[O-])cc1 (stereo not given)	-3	-12	-2	-1	2	-13	-9	1.1	-4
COCCC(=O)N1CCC(n2nccc2NC(=O)CCc2ccccc2)CC1	-4	2	2	0	13	-6	1	0.99	-4
SMILES	A3G deaminase	hIAP block	A3A deaminase	MIN6 prolif	NALP3 yeast inh	tim10-1 inh	mIAP block	mIAP activ	TIM10 inh
NS(=O)(=O)c1ccc(CNC(=O)CCC2CCCCC2)cc1	1	-6	3	2	17	-3	4	0.95	-27
O=C(NC1CC1)c1cccc(S(=O)(=O)N2CCOCC2)c1	-3	-3	-1	-1	-1	0	3	0.97	1
CCC(C)C(NC(=O)c1ccccc1NC(=O)c1ccco1)C(=O)NC1CCCCC1 (stereo not given)	-3	-9	0	-1	-2	30	-12	1.1	20
COCCn1c(=S)[nH]c2cc(C(=O)NCC3CCCO3)ccc2c1=O (stereo not given)	-11	11	3	0	-3	9	-2	1	1
Cc1cccc(Nc2nnc(SCC(=O)NC3CCCc4ccccc43)s2)c1 (stereo not given)	-5	-27	3	-3	-2	6	-39	1.4	13
CC(C)(C)c1nc(NC(=O)Nc2ccccc2)sc1Br	-4	5	-4	-6	24	35	-192	2.9*	49*
COc1cc(OC)c(/C=N/NC(=O)COc2cccc3cccnc23)c(OC)c1	11	0	1	1	20	13	0	1	-13
COCCNC(=O)c1cn(C)c2ccc(S(=O)(=O)N(C)C3CCCCC3)cc2c1=O	-7	21	-1	-2	12	6	10	0.91	6
O=C(c1cc(F)ccc1F)C1CCCN(Cc2cccn2-c2ccccn2)C1 (stereo not given)	-3	11	2	-1	15	-4	3	0.97	10
O=C(Nc1cccc(Oc2c(F)c(F)c(F)c(F)c2F)c1)N1C[C@@H]2C[C@@H](C1)c1cccc(=O)n1C2	-5	-15	-5	-6	10	12	-5	1	-10
CC(=O)Nc1sc2c(c1C(N)=O)CCC2	17	19	-1	2	11	-10	5	0.95	1
C=CCn1c(Cc2ccc(OC)cc2)nnc1SCc1nc2ccccc2c(=O)[nH]1	-5	20	1	-1	15	7	4	0.96	6
COc1ccccc1Nc1c([N+](=O)[O-])cncc1[N+](=O)[O-]	-8	0	-5	0	10	6	3	0.97	11
CCOC(=O)C1=NN(c2ccccc2C)C2=NC(C)=C(C(=O)OC)C(c3cccc(OC)c3)N12 (stereo not given)	0	-2	2	-3	3	21	6	0.94	24
CC1(C)C(=O)OC(c2ccccc2)C2(CCCC2)C1=O (stereo not given)	-5	5	1	-1	32	2	7	0.93	-8
O=[N+]([O-])c1ccc(S(=O)(=O)NNC(=S)NCCc2ccccc2)cc1	0	-6	-2	2	15	7	0	1	2
O=C(O)C1CC(=O)N(CCOc2ccccc2)C1 (stereo not given)	-2	2	-1	0	-10	1	-1	1	-13
COc1ccc(NC(=O)CCN2C(=O)c3ccccc3S2(=O)=O)c(OC)c1	-1	-8	0	-3	17	15	1	0.99	5
CC(=O)Nc1cccc(NC(=O)C(=O)NCC(c2ccco2)N2CCc3ccccc32)c1 (stereo not given)	9	-12	2	1	-1	2	2	0.98	3
COc1ccccc1C(=O)NC(=O)COC(=O)CNC(=O)c1ccccc1F	-9	-19	-6	-5	0	13	7	0.93	-1
COc1ccc(CN2CCCN(C)CC2)c(OC)c1C	-8	-16	1	-3	12	6	0	1	-1
COc1ccc(Cc2noc(CN(C)CC(O)c3ccccc3)n2)cc1OC (stereo not given)	-4	1	-1	-3	13	22	-5	1	14
CCCOC(=O)c1ccc(Oc2coc3c(CN(CC)CC)c(O)ccc3c2=O)cc1	-2	-1	1	0	14	38	2	0.98	13
C=CCn1c(=NC(=O)CC)n(C)c2ccccc21	0	7	3	0	5	-13	-1	1	-15
COC(=O)CN(c1ccc(C(C)C)cc1)S(=O)(=O)c1c(C)[nH]c(=O)[nH]c1=O	1	-12	-2	-4	15	-16	-11	1.1	0
